Thrombin inh: blocks human thrombin protease activity; P00734; alpha-thrombin, Boc-VPR-AMC fluorogenic substrate cleavage; inhibition, % at 5 µM; 220,000 compounds, 0.26% hits;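 active = inhibition at or above 40%; inactive = inhibition below 40%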;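 also: 0% = enzyme with no compound and 100% = wells without enzyme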
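signal = AMC fluorescence, 355/460 nm | material = human alpha-thrombin enzyme | control set = enzyme without compound as high, wells lacking enzyme as low | times = reaction at room temperature | read-out basis = percent inhibition scaled between no-compound controls and no-enzyme blanks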
EBV gp42 inh: EBV gp42 inhibition; Fluorescence polarization binding assay, mP read-out; AID 1085; 220,000 compounds, 0.42% hits; Q1HVG2; inhibition, % (tested at 21.74 µM); in the data active = inhibition above about 50%
Target sequence (Q1HVG2 whole entry, looked up): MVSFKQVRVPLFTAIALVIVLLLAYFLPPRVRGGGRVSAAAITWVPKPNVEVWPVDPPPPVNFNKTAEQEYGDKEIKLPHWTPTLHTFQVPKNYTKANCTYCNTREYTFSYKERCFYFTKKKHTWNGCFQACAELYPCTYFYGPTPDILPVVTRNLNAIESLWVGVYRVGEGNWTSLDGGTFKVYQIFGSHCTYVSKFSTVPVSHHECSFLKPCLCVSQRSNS
TRPML3 ag: agonists of human TRPML3 channel. Q8TDD5. HEK293 TRPML3-YFP, Fluo-8 calcium fluorescence; 100% = the carbachol control signal. activation, % at 3 µM. 220,000 compounds, 0.29% hits. AID 1448;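 active = activation above its plate's cutoff, the mean activation of the plate's test wells plus 3 SD, cut at about 12% in these data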;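 also: 0% = DMSO only wells and 100% = carbachol wells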
Target sequence (Q8TDD5 whole entry, looked up): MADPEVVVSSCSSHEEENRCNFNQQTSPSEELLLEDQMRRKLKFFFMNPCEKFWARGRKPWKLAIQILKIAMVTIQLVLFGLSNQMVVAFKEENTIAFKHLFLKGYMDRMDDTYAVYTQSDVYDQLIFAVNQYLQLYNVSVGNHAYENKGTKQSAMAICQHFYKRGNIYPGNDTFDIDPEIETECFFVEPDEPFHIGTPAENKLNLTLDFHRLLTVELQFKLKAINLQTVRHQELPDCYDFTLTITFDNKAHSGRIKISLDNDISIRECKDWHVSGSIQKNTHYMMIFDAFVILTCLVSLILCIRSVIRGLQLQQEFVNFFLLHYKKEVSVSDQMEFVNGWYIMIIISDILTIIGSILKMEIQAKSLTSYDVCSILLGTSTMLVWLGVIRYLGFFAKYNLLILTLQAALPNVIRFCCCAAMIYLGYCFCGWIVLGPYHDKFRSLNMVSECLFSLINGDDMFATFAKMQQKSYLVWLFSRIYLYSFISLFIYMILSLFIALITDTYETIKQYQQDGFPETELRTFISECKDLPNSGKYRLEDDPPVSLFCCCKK
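Test system: TRPML3-YFP stable HEK293 cells. Doses: single point at 3 µM. Incubation: dye loading 1 h 37 °C then 30 min ambient, 125 s read. Signal: Fluo-8 calcium dye fluorescence, ex 470-495, em 515-575 nm. Measure: percent activation from peak-to-basal fluorescence ratio, scaled between DMSO and carbachol.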
Cl transport mod: modulators of human KCC2 chloride dependent transport. KCC2 cells, thallium flux FluoZin-2 fluorescence. B-score of Tl+ flux slope (higher = more flux/activation; lower = inhibition) at 10 µM. 190,000 compounds, 2.2% hits. AID 1456;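 active = thallium flux slope and its plate-corrected score both differing from the plate sample mean at a set confidence after two filtering rounds, in either direction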;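 also: slope of fluorescence scaled to starting intensity during 10 to 20 s after thallium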
Calpain2 inh: calpain II (pig) inhibition; purified calpain II, fluorogenic peptide substrate, 30 min; inhibition, % at 16 µM; 220,000 compounds, 0.37% hits; AID 1236;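 active = inhibition above about 50%, limit read from the data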
Tb hexokinase: T. brucei hexokinase 1 inhibition. inhibition, % at 10 µM. recombinant TbHK1, G6PDH-coupled NADH A340. 220,000 compounds, 0.11% hits;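 active = inhibition of 50% or more in the single-dose primary screen; inactive = inhibition below 50%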
PPC-1+TRAIL kill: PPC-1 cancer cell killing with TRAIL present; PPC-1 cells + TRAIL, ATPLite viability luminescence; cell killing (% activity), % at 4 µM; 220,000 compounds, 0.41% hits; AID 1443;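 active = cell killing above 50% in the first pass at 4 µM, then a duplicate retest at 5 µM averaging 50% or more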;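 also: plate controls were cells with TRAIL plus DMSO for no effect and medium-only wells lacking cells for full effect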
zfTRPN1 agonist: zebrafish TRPN1 (NompC) channel agonism | HEK293 zebrafish TRPN1-YFP, Fluo-8 calcium fluorescence; 100% = response to 87 µM carbachol | activation, % at 3 µM | 220,000 compounds, 0.18% hits;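 active = activation above its plate's cutoff, the mean activation of test wells on that plate plus 3 SD, cut at about 19% in these data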;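 also: 0% = DMSO alone and 100% = 87 µM carbachol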
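Control set: carbachol 87 µM as high control, DMSO as low control; system: HEK293 stable line with zebrafish TRPN1-YFP; read-out: % activation versus carbachol response; detection: intracellular calcium fluorescence with Fluo-8; doses: single test compound dose, 3 µM nominal, 0.3% DMSO; schedule: dye 1 h 37 °C plus 30 min RT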
Furin inh: blocks human furin protease activity | P09958 | purified furin, fluorogenic substrate cleavage | inhibition, % at 30 µM | 220,000 compounds, 0.061% hits | AID 463115; in the data active = inhibition above about 25%; also: inactives centre near -15
The depositor's hits bear a star; i = inactive; · = not tested or not shown; [ ] = another dose, or the depositor's remark.

Start of the data: the first 2 compounds, ahead of the listing:
Molecule	Tb hexokinase	Cl transport mod	EBV gp42 inh	Calpain2 inh	zfTRPN1 agonist	PPC-1+TRAIL kill	Thrombin inh	Furin inh	TRPML3 ag
CCC(NS(=O)(=O)c1c(C)[nH]c(=O)[nH]c1=O)C12CC3CC(CC(C3)C1)C2 (stereo not drawn)	1	0.056	-8	32	0.8	2	1	0	0.0
Fc1ccc(Sc2ccccc2CNC2=NCCN2)cc1	9	·	-25	0	0.9	10	-6	-24	0.5

Results (from the top)
Molecule	Tb hexokinase	Cl transport mod	EBV gp42 inh	Calpain2 inh	zfTRPN1 agonist	PPC-1+TRAIL kill	Thrombin inh	Furin inh	TRPML3 ag
CCC(NS(=O)(=O)c1c(C)[nH]c(=O)[nH]c1=O)C12CC3CC(CC(C3)C1)C2 (stereo not drawn)	1	0.056	-8	32	0.8	2	1	0	0.0
Fc1ccc(Sc2ccccc2CNC2=NCCN2)cc1	9	·	-25	0	0.9	10	-6	-24	0.5
CCc1ccc(CN(C)C(=O)CCc2nnc(COc3ccccc3)o2)cc1	-7	-1.3	-12	5	0.0	3	-14	-9	0.1
CC(C)n1nc(C(=O)Oc2cccc(Cl)c2Cl)c2ccccc2c1=O	2	0.021	5	20	1.5	2	6	-18	0.6
O=C(Cn1cccn1)c1ccccc1	5	0.73	-2	9	0.2	13	-7	-26	-0.1
CC(C)(C)NC(=O)CN(Cc1cccnc1)C(=O)c1csnn1	-2	0.071	-15	5	-0.2	-4	1	-15	0.9
COCCn1c(C)cc(C(=O)COC(=O)CNC(=O)c2ccccc2)c1C	1	-0.86	1	59*	0.1	8	-1	-34	0.3
O=c1cc(N2CCc3ccccc3C2)[nH]c(=O)n1-c1ccc(Cl)cc1	3	0.059	-17	-14	-1.7	1	-5	-21[20 µM]	0.9
CCc1nnc(NC(=O)CSc2nnc(-c3ccoc3C)n2-c2ccc(C)cc2)s1	8	-1.1	-14	-47	-1.5	21	-11	-22	-1.5
Cc1ccc(-c2n[nH]c3c2C(c2ccccc2)N(c2ccc(C(=O)O)cc2)C3=O)cc1 (stereo not drawn)	-5	-1.5	-23	-1	0.3	-31	0	-20	0.8
COc1ccc(NC(=S)N2CCN(Cc3cccc(F)c3)CC2)c(OC)c1	-22	0.88	-9	11	1.4	4	5	-34	0.9
Cc1ccccc1NC(=O)CSC(N)=O	-1	0.77	-7	-22	1.1	12	-6	-10	0.4

Next part
Molecule	Tb hexokinase	Cl transport mod	EBV gp42 inh	Calpain2 inh	zfTRPN1 agonist	PPC-1+TRAIL kill	Thrombin inh	Furin inh	TRPML3 ag
O=C(Nc1ccc(N2CCOCC2)nc1)c1c(F)cccc1F	-7	0.032	7	9	0.2	12	7	-5	-0.6
CCOc1cc(-c2nc(-c3ccccc3OC)no2)cc(OCC)c1OCC	2	0.93	-15	-15	0.3	15	-1	-18[20 µM]	0.8
O=C(c1ccccc1)N(NC(=O)C(O)(c1ccccc1)c1ccccc1)c1cccc(F)c1	2	0.72	9	23	0.6	14	29	-10	-0.3
O=S(=O)(c1ccc(Cl)cc1)n1ccc(-c2cccc(OCc3c(F)cccc3Cl)c2)n1	-7	·	-13	-15	1.5	-1	4	-18[20 µM]	0.6
C=CCNC(=O)c1ccc(-n2cccc2)cc1	-2	-0.39	2	-19	0.5	18	-3	-16	-0.4
O=C(OCC(=O)c1c[nH]c2ccccc12)c1ccc([N+](=O)[O-])s1	-5	·	-7	16	2.4	19	-1	-26	0.9
O=C1CC(c2ccc(Cl)cc2)n2nc(N3C(=O)c4ccccc4C3=O)nc2N1 (stereo not drawn)	2	-1	-13	-8	0.6	23	3	-24[20 µM]	0.4
CCSc1sccc1C1C(C#N)=C(N)N(c2cccnc2)C2=C1C(=O)CC(C)(C)C2 (stereo not drawn)	-4	-0.68	-6	21	0.7	1	-6	-10	0.3
CN1CCSc2ccc(C(=O)Nc3cccc(F)c3)cc21	-4	0.56	3	-141	-1.6	21	-2	-14	-0.4
Cc1cc(C(=O)Nc2ccccc2C(F)(F)F)no1	-6	0.83	-6	-16	1.3	28	-6	-28	0.8
CCc1nc(Nc2ccc3c(c2)OCO3)c2oc3ccccc3c2n1	-7	0.26	-8	-46	-2.7	11	4	12	-0.4
C/C(=N/OC(=O)c1c(F)cccc1F)c1nccs1	-2	·	-10	28	-0.4	7	0	-23[20 µM]	0.5

The list goes on.
Molecule	Tb hexokinase	Cl transport mod	EBV gp42 inh	Calpain2 inh	zfTRPN1 agonist	PPC-1+TRAIL kill	Thrombin inh	Furin inh	TRPML3 ag
CCOC(=O)C1(CCc2ccccc2)CCN(C(=O)CCn2cnnn2)CC1	-7	0.0066	-11	26	0.3	13	-2	-25	1.4
Cc1ccc2c(C)[nH]c(=O)cc2c1	1	1	-10	-31	1.2	5	5	-22	0.9
Cc1[nH]c(=O)[nH]c1CN1CCCCC1	2	·	-14	-23	1.4	-5	1	-25	0.7
O=C(O)/C=C/C(=O)Nc1ccc(OCc2ccccc2)cc1	-11	0.56	-7	-11	0.7	-7	4	-16	0.7
C/C(CC(=O)Nc1ccc2c(c1)OCO2)=N\NC(=O)c1ccccc1N	-13	-0.35	-8	-142	1.9	26	2	-10	0.1
N#Cc1ccc(-c2ccco2)nc1SCC(=O)c1ccc(Cl)cc1	-6	-0.012	-35	-30	1.3	·	7	-1	0.9
Cc1ccc(-n2c(=O)cc(N3CCC(C)CC3)[nH]c2=O)cc1	0	·	-17	10	0.2	-1	-2	4	0.4
COc1ccc(/C=C(\NC(=O)c2ccccc2)C(=O)NCCC(=O)O)cc1	3	·	-13	2	1.7	0	-9	-24	0.5
COC(=O)c1cccc(NC(=O)NC(=O)c2ccccc2Cl)c1	0	0.21	-12	3	1.9	-9	-3	-22	0.1
COCCNc1ncnc2nc[nH]c12	4	-0.36	-7	4	1.3	9	-1	-30	0.8
COc1ccc(C(=O)N(CC2CCCO2)C(C(=O)NC2CCCC2)c2ccc(C)cc2)cc1OC (stereo not drawn)	3	·	-3	-60	-0.8	4	-13	-14[20 µM]	0.6
NC(=O)NCc1ccc(Cl)cc1	0	0.13	-19	-10	1.9	28	-3	-13	0.9

Continued.
Molecule	Tb hexokinase	Cl transport mod	EBV gp42 inh	Calpain2 inh	zfTRPN1 agonist	PPC-1+TRAIL kill	Thrombin inh	Furin inh	TRPML3 ag
FC(F)(F)Oc1ccc(NC(=S)NCc2ccccc2)cc1	-2	0.018	-5	32	3.9	23	16	-9	1.4
Cc1ccc(C)c(NC(=O)C(c2ccccc2)N2CCOCC2)c1 (stereo not drawn)	-12	0.75	-13	5	0.2	18	-4	-18	-0.7
C=CCNc1c2c(nc3ncnn13)CC(C)CC2 (stereo not drawn)	1	-0.55	0	10	-0.1	9	-6	-18	-0.4
CSc1nc(C)cc(OCCO)n1	-10	-1	-4	2	0.1	33	0	-14[20 µM]	1.3
C=CCn1c(SCc2ccc(OC)cc2)nnc1-c1cccnc1	-1	-0.15	-10	5	0.6	13	22	-17	-0.7
Brc1cccc(Cn2c(-c3cncs3)nc3ccccc32)c1	1	·	-9	-6	-1.2	5	2	-24[20 µM]	-0.3
COc1ccccc1NC(=O)N(CCN1CCCC1)Cc1cc2cc(C)ccc2[nH]c1=O	-11	1.3	·	·	1.2	·	·	-24[20 µM]	-0.8
COC(=O)c1c(NC(=O)CN2C(=O)C(=O)N(CC(C)C)C2=O)sc2c1CCCCC2	-11	-0.08	-13	-13	0.2	-10	-8	-14	1.7
CCc1c(C)nc(N)n2c(SCC(=O)Nc3ccccc3)nnc12	-14	0.56	-9	-5	0.3	6	-2	-17[20 µM]	0.3
CN(Cc1ccccc1)CC(O)COc1ccc(CNCCCOc2cccnc2)cc1 (stereo not drawn)	13	0.11	-15	13	1.2	28	29	2	0.7
CCCCOC(=O)/C(=C/c1cn(C)c2ccccc12)NC(=O)c1ccc(OC)cc1	-12	-0.031	-6	14	-2.0	2	-2	-6	0.3
CC(=O)N1CC=C2C(C#N)=C(N)C(C#N)(C#N)C(CCc3ccccc3)C2C1 (stereo not drawn)	0	-0.46	7	-20	-0.6	28	-4	-8	0.3

Next part
Molecule	Tb hexokinase	Cl transport mod	EBV gp42 inh	Calpain2 inh	zfTRPN1 agonist	PPC-1+TRAIL kill	Thrombin inh	Furin inh	TRPML3 ag
COC(=O)c1ccc(NC(=O)c2ccc(NC(=O)C3CCCO3)cc2)cc1 (stereo not drawn)	-2	-1.6	3	-3	8.1	15	0	-13	3.5
CCN1CCN(C(=O)C2CCN(Cc3cc(Cl)ccc3O)CC2)CC1	-10	-0.28	-9	-32	0.5	-8	2	-1[20 µM]	1.1
O=C1CN(C(=O)COC(=O)CNS(=O)(=O)c2ccccc2)c2ccccc2N1	-2	-0.31	-7	-8	0.4	8	0	-18	-0.6
COc1ccc(-n2c(SCC(=O)N3CCc4ccccc43)nnc2-c2c[nH]c3ccccc23)cc1	-2	0.52	-5	1	-1.0	9	-2	-23	0.9
Cc1ccc(CNC(=O)COC(=O)CSc2cc(C)c(Br)cc2C)cc1	-2	0.54	-13	1	1.5	6	-9	-12	-0.5
CNC(=O)c1ccc(-c2sc3nc(N4CCOCC4)c4c(c3c2N)CC(C)(C)OC4)o1	-25	0.21	-5	i	0.0	27	-11	-8[20 µM]	-0.4
COc1ccc(NC(=O)Nc2ccccc2C(=O)N2CCCC2)cc1	2	-0.57	8	13	1.3	41	1	-12[20 µM]	0.7
CCN(CC)S(=O)(=O)N1CCC(C(=O)NC2CCCc3ccccc32)CC1 (stereo not drawn)	1	-0.25	0	-8	2.7	32	1	-9[20 µM]	0.7
COc1ccc(/C=C/c2ccncc2)c2ccccc12	-18	-0.29	-1	9	-0.1	23	-5	-8[20 µM]	0.2
Cc1ccn2c(=O)cc(C)nc2c1	-18	0.75	-7	-81	-0.1	9	-5	4	0.8
COc1ccc(CC(=O)OCCN(C)C)cc1	-7	·	-8	7	1.2	13	-16	-16[20 µM]	1.2

Sorted by the number under Cl transport mod (high to low): three of the compounds above
compound | Cl transport mod
O=C(O)/C=C/C(=O)Nc1ccc(OCc2ccccc2)cc1 | 0.56
CN(Cc1ccccc1)CC(O)COc1ccc(CNCCCOc2cccnc2)cc1 (stereo not drawn) | 0.11
COCCn1c(C)cc(C(=O)COC(=O)CNC(=O)c2ccccc2)c1C | -0.86
